KAT2A inh = inhibitors of human GCN5L2 histone acetyltransferase; 390,000 tested, 0.21% active; Potency, µM (titrated, usually from 58.9 µM), inactives show top-dose activity change, negative = inhibition, most hits filed as inhibitors; GCN5L2 HAT assay, ThioGlo1 CoA-SH fluorescence; AID 504327; Q92830
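GCN5L2 (20 nM) in 50mM HEPES pH 7.5, 0.1mM EDTA, 0.01% Tween-20 preincubated 15 min with compounds at room temperature. Reaction started with H3(1-25) 75uM, acetyl-CoA 70uM, ThioGlo1 50uM; CoA-thiol fluorescence (Ex340/Em540) read at 0 and 20 min.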
TDP1 cell CPT = growth inhibition of DT40 Tdp1-/-;hTDP1 cells with camptothecin (screen for TDP1 inhibitors); chicken DT40 Tdp1-/-;hTDP1 cells + 20 nM CPT, ATP luminescence, 48 h; 420,000 tested, 12% active; AID 686979; Potency, µM (highest dose often 46.2 µM), without a hit: top-dose activity change, negative = growth inhibition, actives largely listed as inhibitors; also: nearly all actives have a fitted effect of over 55% in size
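Cell growth measured by CellTiter-Glo luminescence after a minimum 48 h, 37 C compound exposure with 20 nM CPT in Tdp1-knockout DT40 cells stably expressing hTDP1, seeded 400/well; qHTS titration format.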
FEN1 inhibitor = blocks human flap endonuclease 1. Potency, µM (highest dose often 114 µM), for inactives: top-dose activity change, negative = inhibition, actives largely listed as inhibitors. 390,000 tested, 0.35% active. Recombinant FEN1 flap cleavage, fluorescence, 15 min. AID 588795; also: nearly all actives have a fitted effect of over 65% in size
Target sequence (P39748 whole entry, looked up): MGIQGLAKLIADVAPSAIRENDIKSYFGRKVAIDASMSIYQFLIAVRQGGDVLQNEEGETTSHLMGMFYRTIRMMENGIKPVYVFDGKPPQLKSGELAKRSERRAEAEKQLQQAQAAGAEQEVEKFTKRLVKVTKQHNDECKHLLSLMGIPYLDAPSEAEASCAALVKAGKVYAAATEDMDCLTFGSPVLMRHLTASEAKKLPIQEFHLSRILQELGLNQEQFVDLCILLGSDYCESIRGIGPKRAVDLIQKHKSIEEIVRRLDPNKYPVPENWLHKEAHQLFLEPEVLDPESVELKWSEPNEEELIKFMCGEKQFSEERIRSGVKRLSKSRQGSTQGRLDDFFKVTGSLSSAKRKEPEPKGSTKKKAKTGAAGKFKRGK
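Potency values derive from four-parameter Hill fits of normalized qHTS data. The reaction used 10 nM FEN1 preincubated 15 min at room temperature with compound, then 50 nM DNA substrate, read at 0 and 15 min.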
The depositor's hits bear a star; & = joins results of further samples. Calls follow the shape of the dose curve; as a rule, active = well fitted curve in the direction sought with a large enough effect; inconclusive = small, poorly fitted or top-dose-only effect, or another doubt; inactive = no such curve, though single readings can be large; an effect the other way counts as inactive or inconclusive. % is scaled to controls: 0 for no effect and ±100 for the full control effect; potency is read from the fitted curve at half-maximal effect. Some of the compounds tested. The share of hits here may be higher or lower than overall.

What do the screens show for `NC(=O)CSc1nc2c(sc(=S)n2-c2ccccc2)c(=O)[nH]1`?
KAT2A inh: -6%; TDP1 cell CPT: -1%; FEN1 inhibitor: -5%

How did COc1ccc(C(=O)CSc2nccn2C)cc1 do in these assays?
KAT2A inh: -1%; TDP1 cell CPT: -11%; FEN1 inhibitor: -2%

What do the screens show for `COc1cccc(-n2c(=O)c3cc(OC)c(OC)cc3n(CC(=O)Nc3ccccc3)c2=O)c1`?
KAT2A inh: -3%; TDP1 cell CPT: inconclusive; FEN1 inhibitor: 3%

Results for Cc1nnc(NC(=O)CS(=O)(=O)Cc2ccccc2)s1 ?
KAT2A inh: -5%; TDP1 cell CPT: -12%; FEN1 inhibitor: 2%

How did CCOc1ccc(C2/C(=C(\O)c3cccc(OC)c3)C(=O)C(=O)N2c2cc(C)on2)cc1OC (stereo not given) do in these assays?
KAT2A inh: 0%; TDP1 cell CPT: 0%; FEN1 inhibitor: 0%

How did COc1ccccc1NC(=S)N(CCCN1CCOCC1)Cc1cccs1 do in these assays?
KAT2A inh: -2%; TDP1 cell CPT: -11%; FEN1 inhibitor: -6%

How did O=C(NCc1cccnc1)c1c[nH]c2cc3c(cc2c1=O)OCCO3 do in these assays?
KAT2A inh: -16%; TDP1 cell CPT: 10µM*; FEN1 inhibitor: -8%

How did CC1CCCCC1NC(=O)CN(C)S(=O)(=O)c1cccc2cccnc12 (stereo not given) do in these assays?
KAT2A inh: 2%; TDP1 cell CPT: -12%; FEN1 inhibitor: -5%

What do the screens show for `CN(C(=O)CN1C(=O)NC(c2ccccc2)(c2ccccc2)C1=O)C1CCS(=O)(=O)C1` (stereo not given)?
KAT2A inh: -8%; TDP1 cell CPT: 1%; FEN1 inhibitor: 22%

How did O=C(c1ccc(CS(=O)Cc2ccc(Cl)cc2)o1)N1CCN(c2ccccc2)CC1 (stereo not given) do in these assays?
KAT2A inh: -4%; TDP1 cell CPT: -15%; FEN1 inhibitor: -5%

Next part; it opens with the six that closed the last part.
How did CCOc1ccc(C2/C(=C(\O)c3cccc(OC)c3)C(=O)C(=O)N2c2cc(C)on2)cc1OC (stereo not given) do in these assays?
KAT2A inh: 0%; TDP1 cell CPT: 0%; FEN1 inhibitor: 0%

How did COc1ccccc1NC(=S)N(CCCN1CCOCC1)Cc1cccs1 do in these assays?
KAT2A inh: -2%; TDP1 cell CPT: -11%; FEN1 inhibitor: -6%

How did O=C(NCc1cccnc1)c1c[nH]c2cc3c(cc2c1=O)OCCO3 do in these assays?
KAT2A inh: -16%; TDP1 cell CPT: 10µM*; FEN1 inhibitor: -8%

How did CC1CCCCC1NC(=O)CN(C)S(=O)(=O)c1cccc2cccnc12 (stereo not given) do in these assays?
KAT2A inh: 2%; TDP1 cell CPT: -12%; FEN1 inhibitor: -5%

What do the screens show for `CN(C(=O)CN1C(=O)NC(c2ccccc2)(c2ccccc2)C1=O)C1CCS(=O)(=O)C1` (stereo not given)?
KAT2A inh: -8%; TDP1 cell CPT: 1%; FEN1 inhibitor: 22%

How did O=C(c1ccc(CS(=O)Cc2ccc(Cl)cc2)o1)N1CCN(c2ccccc2)CC1 (stereo not given) do in these assays?
KAT2A inh: -4%; TDP1 cell CPT: -15%; FEN1 inhibitor: -5%

How did CC(NC(=O)C12CC3CC(CC(C3)C1)C2)C(=O)N/N=C/C1=C(N2CCOCC2)C(=C\c2cccc([N+](=O)[O-])c2)/CC1 (stereo not given) do in these assays?
KAT2A inh: -5%; TDP1 cell CPT: inconclusive; FEN1 inhibitor: 0%

How did CC(NCc1ccncc1)C12CC3CC(CC(C3)C1)C2 (stereo not given) do in these assays?
KAT2A inh: -5%; TDP1 cell CPT: 8%; FEN1 inhibitor: -2%

Results for COc1cc(-c2nnc(SCCOc3ccc(Cl)cc3C)o2)cc(OC)c1OC ?
KAT2A inh: -10%; TDP1 cell CPT: -24%; FEN1 inhibitor: -18%

What do the screens show for `CCC1=Nc2cc(C(=O)NCCc3ccccc3)ccc2Sc2ccc(Cl)cc21`?
KAT2A inh: -1%; TDP1 cell CPT: 8.2µM*; FEN1 inhibitor: 6%

Results for Cc1cc(C(=O)Nc2nnc(C3CCCCC3)s2)no1 ?
TDP1 cell CPT: -18%; FEN1 inhibitor: 0%

How did O=C(O)C(Cc1cc(I)c(O)c(I)c1)c1ccccc1 (stereo not given) do in these assays?
KAT2A inh: -24%; TDP1 cell CPT: 0%

What do the screens show for `COc1ccc2c(CNCc3ccco3)c(C(=O)O)n(Cc3ccc(F)cc3Cl)c2c1`?
KAT2A inh: 0%; TDP1 cell CPT: inconclusive; FEN1 inhibitor: 7%

Results for CCOC(=O)c1ccccc1NC(=O)c1cc(S(=O)(=O)N2CCOCC2)ccc1F ?
KAT2A inh: -13%; TDP1 cell CPT: inconclusive; FEN1 inhibitor: -19%

Results for CC(=O)c1ccc(-n2c(CCC(=O)O)ccc2-c2ccc(Cl)cc2)cc1 ?
KAT2A inh: 0%; TDP1 cell CPT: -3%; FEN1 inhibitor: 14%

Results for CCCCN1C(=O)C(=O)N(CC(=O)Nc2ccccc2C(=O)OCC)C1=O ?
KAT2A inh: -3%; TDP1 cell CPT: inconclusive; FEN1 inhibitor: -9%

How did CC(C)(C)c1cc(S(=O)(=O)CCc2ccccn2)cc(C(C)(C)C)c1F do in these assays?
KAT2A inh: -10%; TDP1 cell CPT: 13µM*; FEN1 inhibitor: -24%

How did CCOC(=O)N1CCN(C(=O)c2ccc3c(c2)N=C(CC)c2cc(C)ccc2S3)CC1 do in these assays?
KAT2A inh: -5%; TDP1 cell CPT: 16µM*; FEN1 inhibitor: -18%

Results for Cc1ccc2nc(SCC(=O)NCc3ccccc3Cl)nc(=O)n2c1 ?
KAT2A inh: 0%; TDP1 cell CPT: -4%; FEN1 inhibitor: 6%

What do the screens show for `O=C(Cn1ncc2c3ccccc3n(Cc3ccc(F)cc3)c2c1=O)NCc1cccs1`?
KAT2A inh: -2%; TDP1 cell CPT: -30%; FEN1 inhibitor: 17%

How did O=c1[nH]c(CN2CCc3ccccc32)nc2scc(-c3cccs3)c12 do in these assays?
KAT2A inh: inconclusive; TDP1 cell CPT: 1%; FEN1 inhibitor: -18%

What do the screens show for `CCOC(=O)c1sc(NC(=O)c2ccccc2C(=O)O)c(C(=O)OCC)c1C`?
KAT2A inh: -2%; TDP1 cell CPT: -27%; FEN1 inhibitor: 12%

What do the screens show for `COCCn1c(SCC(=O)Nc2cccnc2Cl)nc2ccccc21`?
KAT2A inh: -2%; TDP1 cell CPT: -19%; FEN1 inhibitor: -9%

What do the screens show for `COP(=O)(OC)C(NC(=O)Nc1ccccc1)c1ccccc1` (stereo not given)?
KAT2A inh: -3%; TDP1 cell CPT: 6%; FEN1 inhibitor: -5%

Results for Cc1ccc(CN2CCN(CC(C)C)C(CCO)C2)s1 (stereo not given) ?
KAT2A inh: 3%; TDP1 cell CPT: 11%; FEN1 inhibitor: 8%

Results for COc1ccc(-c2cc(-c3ccccc3)c(C#N)c(SCC(O)CS(=O)(=O)Cc3ccc(Cl)cc3)n2)cc1 (stereo not given) ?
KAT2A inh: 1%; TDP1 cell CPT: -24%; FEN1 inhibitor: -4%

How did Cc1ccc(NC(=O)Cn2cc(S(=O)(=O)c3ccccc3)c(=O)c3cc4c(cc32)OCO4)cc1 do in these assays?
KAT2A inh: -15%; TDP1 cell CPT: -20%; FEN1 inhibitor: -3%

Results for CN(C(=O)COC(=O)CSCc1cccc(Cl)c1)c1c(N)n(Cc2ccccc2)c(=O)[nH]c1=O ?
KAT2A inh: -4%; TDP1 cell CPT: -7%; FEN1 inhibitor: 25%

How did Cc1ccn2c(CNCc3cnn(C)c3)c(C(=O)N3CCCCCC3)nc2c1 do in these assays?
KAT2A inh: inconclusive; TDP1 cell CPT: 1%; FEN1 inhibitor: 0%

Results for NC(=O)C1CCN(c2nc(-c3cccc(N)c3)cs2)CC1 ?
KAT2A inh: -5%&-6%; FEN1 inhibitor: 4%

What do the screens show for `COc1cc(COc2ccc3c(C)c(CCC(=O)O)c(=O)oc3c2)cc(OC)c1OC`?
KAT2A inh: -1%; TDP1 cell CPT: -10%; FEN1 inhibitor: 3%

How did Cc1ccc(CN2C(=O)CCC2C(=O)NCc2ccc3c(c2)OCO3)cc1 (stereo not given) do in these assays?
KAT2A inh: -1%; TDP1 cell CPT: 1%; FEN1 inhibitor: 1%

Results for COc1ccc(-c2cnc(N)n2C)cc1 ?
KAT2A inh: -23%; TDP1 cell CPT: -14%; FEN1 inhibitor: 4%

What do the screens show for `COc1ccc(CC(=O)NNc2ncnc3c2cnn3-c2ccc(C)cc2)cc1`?
KAT2A inh: 2%; TDP1 cell CPT: 2%; FEN1 inhibitor: -4%

How did Cc1cc(C)n2nc(C)c(-c3ccccc3)c2n1 do in these assays?
TDP1 cell CPT: -22%; FEN1 inhibitor: -5%

Results for COc1ccc(CCNS(=O)(=O)c2ccc(F)c(C(=O)Nc3ccc(Cl)cc3)c2)cc1OC ?
KAT2A inh: -5%; TDP1 cell CPT: 29µM*; FEN1 inhibitor: -3%

What do the screens show for `O=C1NN=C(c2ccccc2)CC1c1c[nH]c2ccccc12` (stereo not given)?
KAT2A inh: -12%; TDP1 cell CPT: inconclusive; FEN1 inhibitor: -9%

How did Cc1ccc(-n2nnc3c(=O)oc4ccccc4c32)cc1 do in these assays?
KAT2A inh: -4%; TDP1 cell CPT: 5.8µM*; FEN1 inhibitor: -1%

What do the screens show for `CCN=C1SC(CC(=O)Nc2ccccc2OCC)C(=O)N1CC` (stereo not given)?
KAT2A inh: 1%; TDP1 cell CPT: -4%; FEN1 inhibitor: -10%

What do the screens show for `CC(=O)c1ccc(S(=O)(=O)N2CCn3cccc3C2c2ccc(F)c(F)c2)cc1` (stereo not given)?
KAT2A inh: 2%; TDP1 cell CPT: inconclusive; FEN1 inhibitor: 5%

How did Cn1c(SCC(=O)Nc2ccccc2F)nnc1-c1ccc(S(=O)(=O)N2CCOCC2)cc1 do in these assays?
KAT2A inh: 0%; TDP1 cell CPT: -2%; FEN1 inhibitor: 7%

How did CN(C)C(=O)Cn1c(SCC(=O)Nc2ccc3c(c2)OCO3)nc2ccccc21 do in these assays?
KAT2A inh: -5%; TDP1 cell CPT: -2%; FEN1 inhibitor: -6%

How did Cn1nnc(NC(=O)c2cccc(OCc3ccccc3)c2)n1 do in these assays?
KAT2A inh: -5%; TDP1 cell CPT: -17%; FEN1 inhibitor: -4%

How did O=C(N/N=C/c1cccc([N+](=O)[O-])c1)c1cccc(Br)c1 do in these assays?
KAT2A inh: -3%; TDP1 cell CPT: inconclusive; FEN1 inhibitor: 19%

Results for Cc1noc(C)c1COC(=O)CCN1c2ccccc2Sc2ccccc21 ?
KAT2A inh: -13%; TDP1 cell CPT: inconclusive; FEN1 inhibitor: -12%

Results for CC(C)C(NS(=O)(=O)c1cccs1)C(=O)N1CCc2ccccc2C1 (stereo not given) ?
KAT2A inh: -17%; TDP1 cell CPT: -15%; FEN1 inhibitor: 2%

What do the screens show for `N#Cc1ccccc1S(=O)(=O)N1CCN(C(=O)CCC2CCCC2)CC1`?
KAT2A inh: -1%; TDP1 cell CPT: -16%; FEN1 inhibitor: -17%

What do the screens show for `Cc1ccc(NC(=S)NCc2cccs2)cc1`?
KAT2A inh: -5%; TDP1 cell CPT: 2%; FEN1 inhibitor: -9%

What do the screens show for `Cc1nn(-c2ccc(C(F)(F)F)cn2)c(C)c1Oc1ccccc1O`?
KAT2A inh: inconclusive; TDP1 cell CPT: -23%; FEN1 inhibitor: inconclusive

Results for CCN(CCCNC(=O)CN1N=C(c2ccc(C)cc2)CCC1=O)c1ccccc1 ?
KAT2A inh: -10%; TDP1 cell CPT: inconclusive; FEN1 inhibitor: 15%

Results for CC(=O)Nc1ccccc1-c1nc2ccccc2nc1OCC(=O)c1ccc(Br)cc1 ?
KAT2A inh: 1%; TDP1 cell CPT: -5%; FEN1 inhibitor: -3%

What do the screens show for `CN(CC(=O)Nc1cccc(F)c1)C(=O)CSc1nc2ccccc2s1`?
KAT2A inh: -7%; TDP1 cell CPT: -12%; FEN1 inhibitor: -7%

Results for Cc1nn(CCCC(=O)NCc2ccccc2)c(=O)c2nccn12 ?
KAT2A inh: -22%; TDP1 cell CPT: -1%; FEN1 inhibitor: 3%

What do the screens show for `CCOC(=O)c1ccc(NC(=O)CCC(=O)OC)cc1`?
KAT2A inh: 1%; TDP1 cell CPT: -3%; FEN1 inhibitor: 0%

What do the screens show for `COCCNC(=O)c1nn(-c2ccc(Cl)cc2)nc1CO`?
KAT2A inh: 4%; TDP1 cell CPT: -15%; FEN1 inhibitor: 6%

What do the screens show for `NC(=NC(=O)c1ccc(Cl)cc1)N1N=CCC1c1ccccc1` (stereo not given)?
KAT2A inh: 0%; TDP1 cell CPT: 2%; FEN1 inhibitor: -1%

Source: PubChem BioAssay (National Center for Advancing Translational Sciences (NCATS))
